HT1080-NT tox: kills 2HG-producing HT-1080-NT fibrosarcoma cells; HT-1080-NT fibrosarcoma viability, CellTiter-Glo ATP luminescence, 48 h; Potency, µM (doses to about 46.1 µM), for inactives: at the highest dose activity, negative = less viability, hits mostly cytotoxic; actives 1.6% (n = 360,000); AID 686970;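 further: NT is the 2HG producing partner of a matched IDH1 knockdown line; potency means the concentration at half of the fitted maximal effect; 0% = DMSO-treated cells and -100% = media-only wells without cells; nearly all actives have a fitted effect of over 55% in size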
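A 48-hour cytotoxicity screen used HT-1080-NT cells plated 2 hours before compound delivery. ATP-based CellTiter-Glo luminescence measured viability, normalized to DMSO and no-cell controls.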
GLP1R ag: agonists of human GLP-1 receptor | actives 0.007% (n = 380,000) | AID 624172 | HEK293 GLP-1R CRE-luciferase, luminescence, 4-6 h; cells express a hypersensitive GLP-1R form | Potency, µM (titrated, usually from 45.6 µM), without a hit: top-dose activation, usual class: activators; further: potency means the concentration at half of the fitted maximal effect; % of control where 0% means no effect
Target sequence (P43220 whole entry, looked up): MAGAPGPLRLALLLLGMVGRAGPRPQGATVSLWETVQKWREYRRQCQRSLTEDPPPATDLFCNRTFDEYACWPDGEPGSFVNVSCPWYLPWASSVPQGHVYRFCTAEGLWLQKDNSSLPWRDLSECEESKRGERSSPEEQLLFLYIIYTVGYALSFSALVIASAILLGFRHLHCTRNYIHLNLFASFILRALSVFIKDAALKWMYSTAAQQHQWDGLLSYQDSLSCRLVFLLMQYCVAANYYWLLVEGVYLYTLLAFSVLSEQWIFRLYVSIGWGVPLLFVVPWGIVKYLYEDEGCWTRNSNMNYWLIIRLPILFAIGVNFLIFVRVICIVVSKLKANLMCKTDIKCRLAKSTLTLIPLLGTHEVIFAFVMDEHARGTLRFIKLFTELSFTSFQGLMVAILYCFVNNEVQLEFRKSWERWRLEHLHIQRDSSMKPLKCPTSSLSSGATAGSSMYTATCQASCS
D3 antag: blocks the human D3 dopamine receptor. max response, negative = inhibition, %. P35462. D3R cells, DiscoveRx beta-arrestin luminescence, antagonist mode; active compounds read low. actives 2.5% (n = 360,000). AID 652054; in the data active means max response below about -50%; inconclusive means no clear call, values can overlap the other calls; further: on the % scale 0 is the no-effect control and ±100 the full control effect; mostly tested at two doses, the higher about 12 µM
Target sequence (P35462 whole entry, looked up): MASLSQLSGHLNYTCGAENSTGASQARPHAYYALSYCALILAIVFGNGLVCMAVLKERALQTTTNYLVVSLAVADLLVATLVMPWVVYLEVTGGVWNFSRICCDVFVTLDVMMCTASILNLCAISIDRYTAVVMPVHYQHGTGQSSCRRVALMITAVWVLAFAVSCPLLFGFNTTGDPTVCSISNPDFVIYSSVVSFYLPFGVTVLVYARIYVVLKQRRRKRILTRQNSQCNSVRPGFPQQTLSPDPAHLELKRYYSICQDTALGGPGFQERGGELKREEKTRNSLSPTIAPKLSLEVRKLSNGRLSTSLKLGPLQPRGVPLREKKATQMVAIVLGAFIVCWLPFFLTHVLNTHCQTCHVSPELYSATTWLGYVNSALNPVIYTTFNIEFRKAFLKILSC
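Cells expressing the human receptor were seeded at 1500 cells/well, incubated overnight at 37 degrees C in 5% CO2, then exposed to library compounds with dopamine controls for 90 minutes at 37 degrees C before luminescent detection.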
KB-3-1 cytotox: kills parental KB-3-1 adenocarcinoma cells; actives 1.4% (n = 400,000); KB-3-1 viability, CellTiter-Glo ATP luminescence, 72 h; Potency, µM (top dose mostly 46.1 µM), without a hit: at the top dose activity change, negative = cytotoxic, most hits filed as cytotoxic; further: potency means the concentration at half of the fitted maximal effect; on the % scale 0 is the no-effect control and ±100 the full control effect; nearly all actives have a fitted effect of over 60% in size
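72 h, 37 °C compound treatment of KB-3-1 parental cells; CellTiter-Glo added, 10 min, luminescence read. Data corrected against DMSO-only plates and normalized before curve fitting.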
KB-V1 cytotox: KB-V1 MDR subline cytotoxicity | Potency, µM (titrated, usually from 46.1 µM), without a hit: at the top dose activity change, negative = cytotoxicity, most hits filed as cytotoxic | actives 3.4% (n = 400,000) | KB-V1 MDR cells viability, CellTiter-Glo, 72 h | AID 1347076; further: potency means the concentration at half of the fitted maximal effect; on the % scale 0 is the no-effect control and ±100 the full control effect; nearly all actives have a fitted effect of over 60% in size
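Following 72 h at 37 degrees C with compound, KB-V1 cell viability was read by CellTiter-Glo luminescence, medium being phenol-red-free DMEM plus 10% FBS; concentration-response parameters came from normalized, curve-fitted qHTS data.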
DRD3 agonist: activates the human D3 dopamine receptor; P35462; D3R DiscoveRx beta-arrestin cells, luminescence, 90 min; max activation, %; actives 0.58% (n = 410,000); AID 652048; in the data active means max activation above about 30%; further: 0% is about no effect; mostly tested at two doses, the higher about 12 µM
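Cells at 1500/well, incubated overnight, then treated with pinned compounds (dopamine as control) for 90 min at 37 degrees C. DiscoveRx reagent added for 30 - 60 minutes at room temperature; luminescence read.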
HT1080 IDH1KD tx: kills HT-1080 cells with IDH1 knockdown. AID 686971. Potency, µM (top dose mostly 46.1 µM), inactives show at the top dose activity, negative = toxicity, actives largely listed as cytotoxic. HT-1080 IDH1 knockdown viability, ATP luminescence, 48 h. actives 2% (n = 360,000);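 further: potency means the concentration at half of the fitted maximal effect; 0% = DMSO wells and -100% = cell-free medium wells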
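Assay cells: HT-1080 with IDH1 knockdown, 750 per well, RPMI/5% FBS. Exposure: 48 h at 37 °C following 2 h pre-incubation. Read: CellTiter-Glo luminescence; fitted concentration-response, curve class assigned.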
SW480 rereplic: DNA re-replication induction in SW480 cells; SW480 DNA re-replication, Hoechst DNA content imaging, 48 h; actives 1.8% (n = 340,000); Potency, µM (top dose mostly 46.1 µM), without a hit: top-dose re-replication activation, actives largely listed as activators; further: potency means the concentration at half of the fitted maximal effect; % of control where 0% means no effect; nearly all actives have a fitted effect of over 55% in size
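Image-based read-out: total Hoechst fluorescence of nuclei (405 nm excitation, 500-530 nm emission), with hits raising the fraction of high-intensity nuclei. SW480 colon cells incubated 48 hr with compounds at 37 C.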
IL1B secr inh: inflammasome signaling inhibition, IL-1 beta readout | THP-1 LPS/ATP IL-1B secretion, AlphaLISA, 16 h; active compounds read low | actives 4.7% (n = 360,000) | activity change, % at 57.5 µM; in the data active means activity change below about -50%; inconclusive means mostly about -30% to -49%; further: on the % scale 0 is the no-effect control and ±100 the full control effect
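Secreted IL-1B measured by AlphaLISA bead assay after 16 h compound exposure of THP-1 cells; compounds (final up to 57.5 uM) added 1 h before LPS (250 ng/mL) and ATP (1.25 mM) stimulation; lower signal means less secretion.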
An asterisk follows results filed as active; ? = inconclusive; · = not tested or not shown; & = joins results of further samples; ! = repeats disagree; [ ] = another dose, or the depositor's remark. Unless noted, the call rests on the fitted dose curve; in most records, active means well fitted curve in the direction sought with a large enough effect; inconclusive means small, poorly fitted or top-dose-only effect, or another doubt; inactive means no such curve, though single readings can be large; an effect the other way counts as inactive or inconclusive.

Values in the order: GLP1R ag	KB-3-1 cytotox	HT1080 IDH1KD tx	IL1B secr inh	D3 antag	DRD3 agonist	SW480 rereplic	KB-V1 cytotox	HT1080-NT tox
> O=C1[C@@H]2Cc3c([nH]c4ccccc34)C(c3ccc(Cl)cc3)N2C(=O)CN1CCO (stereo partly drawn)
→ -6.0%	6.3%	0.0%	-20.6	5.2	0.8	-6.4%	-5.4%	-0.3%
> CS(=O)(=O)N1CCCC(C(=O)NCc2ccc(F)cc2)C1 (stereo not drawn)
→ 1.0%	0.1%	0.6%	-7.7	-21.5	-17.0	-1.6%	-11.0%	-4.4%
> CCc1nc(N)nc(N)c1-c1ccc(Cl)c([N+](=O)[O-])c1
→ 0.8%	0.651µM*	0.184µM*	-0.9	-10.9	3.2	-4.2%	0.0%	?
> CC(=O)c1cccc(NC(=O)c2nc(-c3ccccc3)oc2C)c1
→ 11.4%	-4.5%	-2.9%	-18.9	40.0	4.5	-5.9%	?	4.1%
> COc1ccc(N2C(=O)C(CN3CCCCC3)C2c2ccccc2)cc1 (stereo not drawn)
→ 14.4%	4.7%	-2.1%	15.6	-14.0	-19.0	2.4%	-0.7%	3.9%
> Cc1ccc(-c2nnn(CC(=O)N(c3ccccc3)C(C(=O)NCC3CCCO3)c3ccc(Cl)cc3)n2)cc1 (stereo not drawn)
→ -1.5%	-2.6%	-18.4%	?	-23.4	-4.9	2.1%	-17.8%	-17.7%
> Cc1ccc(S(=O)(=O)NCCC(=O)N2CCN(c3cccc(Cl)c3)CC2)cc1C
→ -2.2%	-6.5%	-1.0%	-1.2	1.8	-1.9	22.3%	-34.1%	-2.6%
> NC(=O)COC(=O)c1ccc(NS(=O)(=O)c2ccc3c(c2)OCCO3)cc1
→ 1.4%	-2.6%	-2.7%	2.8	4.6	-5.3	?	7.3%	9.5%
> Cc1ccc(S(=O)(=O)N2CCN(c3c([N+](=O)[O-])cc(C(F)(F)F)cc3[N+](=O)[O-])CC2)cc1
→ -0.8%	-6.8%	-1.9%	-7.8	?	-8.1	2.9%	-9.2%	-1.6%
> CN(CCC#N)C(=O)CC(Cc1ccccc1)C1CCOC(C)(C)C1 (stereo not drawn)
→ 5.3%	10.6%	10.8%	0.0	0.8	3.4	-11.9%	-22.4%	4.0%
> Cc1ccc(S(=O)(=O)N(C)Cc2ccc(C(=O)NN=C3C4CC5CC(C4)CC3C5)cc2)cc1
→ -0.5%	18.5%	1.0%	13.5	6.4	-1.5	-3.3%	25.1%	2.7%
> N=C(N)SCc1ncccc1O
→ -0.8%	3.7%	20.2%	-4.9	-10.8	-2.1	4.8%	-3.8%	14.1%
> CCN(CC)C(=O)CCNS(=O)(=O)c1ccc(C)cc1
→ ?	5.0%	2.9%	13.9	25.7	0.9	-3.3%	-1.6%	5.5%
> O=C(NCc1ccc(F)cc1Cl)C1CCN(S(=O)(=O)N2CCC3(CC2)OCCO3)CC1
→ -6.7%	5.8%	0.3%	14.8	-6.1	-4.5	-2.6%	-27.5%	4.4%
> Cc1ccc(C(=O)NC(C)C2CC3CCC2C3)c(C)c1 (stereo not drawn)
→ 18.7%	11.2%	-1.2%	-21.0	9.8	2.7	-3.6%	-6.6%	5.1%
> C=CCN(CC(O)c1cccc([N+](=O)[O-])c1)C(C)CCc1ccccc1 (stereo not drawn)
→ 28.7%	-5.4%	?	-10.5	-15.7	-20.2	1.7%	6.5%	-13.1%
> CC1(Oc2ccccc2)CCN(Cc2ccc(-c3ccccn3)cc2)C1 (stereo not drawn)
→ -4.6%	0.0%	1.1%	-17.6	-78.7*	-13.5	·	4.6%	-1.0%
> Cn1c(N2CCOCC2)c(/C=N/O)c2ccccc21
→ 3.1%	8.0%	7.8%	23.8	5.0	-1.2	-2.6%	-8.4%	-8.6%
> CCOC(=O)c1c(NC(=O)CSc2cn(CC)c3ccccc23)sc2c1CCC2
→ -2.7%	1.4%	2.0%	15.0	-23.9	4.4	-9.8%	19.3%	7.0%
> Cc1cc(C)cc(N(C(C)C(=O)NCCC2=CCCCC2)S(C)(=O)=O)c1 (stereo not drawn)
→ 6.6%	-25.4%	-24.9%	24.8	17.7	8.3	1.8%	0.0%	-3.5%[9.24 µM]
> COc1cccc(CC(Cc2nc3ccccc3[nH]2)c2nc3ccccc3[nH]2)c1 (stereo not drawn)
→ 9.9%	-2.8%	0.3%	-6.2	-11.1	-12.8	-44.9%[inhibitor]	-7.7%	-18.9%
> c1ccc(Cn2ncc3c(N4CCN(C(c5ccccc5)c5ccccc5)CC4)ncnc32)cc1
→ 0.4%	?	-19.1%	-0.8	-16.3	-4.0	3.1%	?	-9.9%
> COc1ccc(CC(=O)NCc2cccs2)cc1
→ -6.3%	?	?	45.3	?	-0.6	?	?	-20.4%
> CCOC(=O)c1ccc(NC(=O)CSc2nnc(CCc3ccc(C)o3)n2-c2ccccc2)cc1
→ 4.8%	-0.8%	-10.6%	?	-5.7	-13.0	4.3%	3.9%	-0.1%
> COc1ccc(NC(=O)Nc2nnc([C@H]3C[C@H](O)[C@@H](CO)O3)s2)cc1
→ -1.5%	?	21.4%	2.1	5.1	3.0	·	-0.3%	13.5%
> O=C1C=C(Nc2ccccc2O)c2ccccc2C1=O
→ -42.3%[inhibitor]	18.4µM*	?	-90.3*	-26.2	-6.3	6.51µM*	20.6µM*	?
> CCNc1ccc(C(=O)OCC(=O)N(Cc2ccccc2)C(C)(C)C)cc1[N+](=O)[O-]
→ 9.4%	-2.6%	14.5%	10.3	4.0	4.3	-2.5%	-1.2%	14.5%
> Clc1nc(-c2ccccc2)c2ccccc2n1
→ 26.6%	13.8%	-3.7%	22.1	-7.7	-3.0	1.0%	?	-2.4%
> O=C(NCc1ccc(Cl)cc1)[C@@H]1CCCN1S(=O)(=O)c1ccc(Cl)cc1
→ 0.3%	0.8%	3.9%	-8.1	-19.9	-5.8	-3.6%	-0.9%	5.0%
> CC(=O)Nc1cccc(-c2ccnc3c2CC(C(=O)NCc2cccc(Cl)c2)O3)c1 (stereo not drawn)
→ 12.8%	?	?	51.2	0.0	-10.4	·	-0.1%	?
> O=C(COC(=O)Cc1cccc(C(F)(F)F)c1)Nc1ccc2c(c1)OCCO2
→ -3.5%	0.9%	2.0%	-8.5	17.7	0.0	-88.3%[inhibitor]	?	3.8%
> Brc1ccc(-c2ccc(CNCc3ccccn3)o2)cc1
→ -2.9%	0.6%	-6.3%	-10.7	-73.5*	-20.0	3.5%	-2.1%	-9.9%
> NNC(=O)CC(=O)NC1(Cc2ccc(O)cc2)CCCCC1
→ 2.8%	9.7%	9.0%	11.4	4.8	-1.5	0.2%	8.1%	3.6%
> C[C@H](CO)N1C[C@H](C)[C@@H](CN(C)C(=O)NC2CCCCC2)Oc2c(NC(=O)CCC(F)(F)F)cccc2C1=O
→ 2.5%	14.7%	5.6%	-0.6	6.3	-10.8	-8.9%	14.7%	8.1%
> CCC1C/C(=C\c2cc(OC)c(OC)cc2OC)C(=O)/C(=C/c2cc(OC)c(OC)cc2OC)C1 (stereo not drawn)
→ -5.8%	?	20.6µM*	-70.3*	-19.6	-6.3	18.4µM*	0.8%	13µM*
> CCOC(=O)C1=C(N)OC2=C(C(=O)CC(C)(C)C2)C1c1cccnc1 (stereo not drawn)
→ -3.9%	-1.2%	7.6%	11.3	23.0	3.2	0.3%	10.0%	3.8%
> Cc1nn(-c2ccc(N3CCCCC3)nn2)c(C)c1CCC(=O)Nc1ccc(F)cc1
→ -3.6%	22.5%	-1.1%	-12.2	7.4	7.5	-12.4%	?	0.3%
> Cc1ccc(OCC(=O)Nc2cccc(-c3nc4ccccc4o3)c2C)cc1C
→ -0.8%	1.0%	·	·	·	-11.7	·	0.0%	·
> Cc1ccccc1OCC(=O)OCC(=O)c1cc(C)n(C2CC2)c1C
→ -28.6%	10.3%	4.6%	-1.6	18.0	8.6	3.0%	20.8%	0.8%
> Cc1ccc(S(=O)(=O)N2CCCC(C(=O)NCCc3ccccc3)C2)cc1 (stereo not drawn)
→ 11.3%	0.5%	19.7%	35.0	29.4	19.3	?	2.6%	-8.4%
> O=C(NCc1ccco1)C1CCN(C(=O)Cc2ccccc2)CC1
→ -0.4%	9.9%	9.6%	4.5	-4.8	4.4	-6.0%	5.2%	5.2%
> CCN1C(=O)c2cccc3c(NC(=O)c4ccccc4)ccc1c23
→ ?	0.0%	-9.5%	-23.7	7.4	5.7	-7.7%	-19.0%	-9.3%
> COc1cccc(CNC(=O)CCn2c(=O)c3cccn3c3cccnc32)c1
→ 10.6%	14.6%&-0.1%	10.6%	24.2	3.0	-0.3&6.7	?	18.4µM*!	?
> Cc1cccc(OCCCC(=O)N2CCCc3ccccc32)c1C
→ 5.9%	-14.0%	-12.5%	-9.8	8.1	-23.0	1.0%	-11.4%	-1.9%

2 records drawn at random from the list so far:
Values in the order: GLP1R ag	KB-3-1 cytotox	HT1080 IDH1KD tx	IL1B secr inh	D3 antag	DRD3 agonist	SW480 rereplic	KB-V1 cytotox	HT1080-NT tox
> O=C(COC(=O)Cc1cccc(C(F)(F)F)c1)Nc1ccc2c(c1)OCCO2
→ -3.5%	0.9%	2.0%	-8.5	17.7	0.0	-88.3%[inhibitor]	?	3.8%
> CCN1C(=O)c2cccc3c(NC(=O)c4ccccc4)ccc1c23
→ ?	0.0%	-9.5%	-23.7	7.4	5.7	-7.7%	-19.0%	-9.3%

Screening results deposited in PubChem BioAssay by National Center for Advancing Translational Sciences (NCATS).
